Caspase-7 inhib – blocks human caspase-7 allosterically or competitively; recombinant caspase-7, Ac-DEVD-AFC fluorescence rate; AID 889; Potency, µM (highest dose often 57.5 µM), for inactives: at the highest dose activity change, negative = inhibition, actives largely listed as inhibitors; P55210; 75,000 tested, 0.02% active; active = well fitted inhibition curve with a large enough effect in the main read-out, with a control signal flat, not every such curve was filed as active; inconclusive = small, poorly fitted or top-dose-only effect, or a change in a side signal; also: potency is read from the fitted curve at half-maximal effect; % of control where 0% means no effect
Target sequence (P55210 24-198 limits assumed): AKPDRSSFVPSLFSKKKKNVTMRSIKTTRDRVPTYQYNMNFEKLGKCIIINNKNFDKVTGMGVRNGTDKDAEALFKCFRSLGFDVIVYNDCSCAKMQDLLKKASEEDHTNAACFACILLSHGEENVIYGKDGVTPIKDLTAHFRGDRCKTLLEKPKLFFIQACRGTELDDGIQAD
Target sequence (P55210 207-303 limits assumed): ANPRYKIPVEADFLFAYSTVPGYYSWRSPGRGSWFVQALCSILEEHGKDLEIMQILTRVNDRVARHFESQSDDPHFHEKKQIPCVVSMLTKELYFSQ
ERK AVP inh – vasopressin-driven ERK pathway inhibition; HEK293-V1b, vasopressin-stimulated pERK AlphaScreen; Potency, µM (titrated, usually from 57.5 µM), inactives show at the top dose activity, negative = inhibition, hits mostly inhibitors; 72,000 tested, 0.99% active; AID 995; also: potency is read from the fitted curve at half-maximal effect; % is scaled to controls: 0 for no effect and ±100 for the full control effect; nearly all actives have a fitted effect of over 55% in size
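Phosphorylated ERK1/2 detected via AlphaScreen bead proximity in lysates of V1b-expressing HEK293 cells given 25 nM vasopressin for 5 min after 30 min compound exposure (37 °C). AC50 from Hill equation; basal DMSO 0%, vasopressin 100%.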
Casp1 inh – allosteric or competitive inhibitors of human caspase-1 | P29466 | Potency, µM (titrated, usually from 57.5 µM), for the others: at the top dose activity change, negative = inhibition, hits mostly inhibitors | 75,000 tested, 0.03% active | Caspase-1 enzyme, Ac-WEHD-AFC fluorogenic rate;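 also: potency is read from the fitted curve at half-maximal effect; plate controls were vehicle for no effect and no substrate for full effect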
A350 autofl – A350 region autofluorescence | 59,000 tested, 11% active | max dye-equivalent concentration, M | Compound autofluorescence, 340/450 nm, Alexa 350 dye-equivalents; stronger effect = higher value; in the data active = max dye-equivalent concentration above about 10 nM; inconclusive = mostly about 1.1 nM to 9.6 nM
HEK293 cAMP cs – parental HEK293 cAMP activation (counter-screen) | Potency, µM (top dose mostly 57.1 µM), for the others: at the highest dose activation, actives largely listed as activators | parental HEK293 CNG cAMP sensor, membrane potential fluorescence | AID 938 | 73,000 tested, 2.5% active; also: potency is read from the fitted curve at half-maximal effect; % of control where 0% means no effect; nearly all actives have a fitted effect of over 55% in size
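Parental HEK 293 cells stably expressing a modified CNG channel (no TSHR) report cAMP rise as membrane depolarization. Membrane potential dye with 100 uM RO 20-1724 was loaded for 60 min at room temperature, then compound added for 30 min; fluorescence read at 590 nm.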
BRCT PPI red – BRCT-phosphoprotein interaction inhibition (red fluorophore) | BRCT-phosphopeptide binding, red fluorescence polarization | Potency, µM (highest dose often 76.9 µM), for inactives: at the highest dose activity change, negative = inhibition, hits mostly inhibitors | 75,000 tested, 0.03% active; also: % is scaled to controls: 0 for no effect and ±100 for the full control effect
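Rhodamine-labelled pBACH1 10-mer (100 nM) bound to BRCT domain (100 nM) at pH 7.3; compounds incubated 12 min room temperature, polarization read. Free peptide defines full inhibition; unlabelled decapeptide titrated as control.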
BRCT inh green – BRCA1 BRCT-phosphoprotein interaction inhibition | Potency, µM (doses to about 76.9 µM), for inactives: at the highest dose activity change, negative = inhibition, most hits filed as inhibitors | P38398 | BRCA1 BRCT-phosphopeptide binding, green fluorescence polarization | 75,000 tested, 0.05% active;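 also: potency is read from the fitted curve at half-maximal effect; plate controls were peptide without protein for full effect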
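Compounds were incubated for 12 min at room temperature with a complex of 100 nM fluorescein-tagged pBACH1 decapeptide and 250 nM His-tagged BRCT protein. Buffer was phosphate pH 7.3 with EDTA, DTT and Tween 20. Disruption of binding lowers the polarization signal.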
FLuc inh – blocks Photinus pyralis firefly luciferase activity | Potency, µM (highest dose often 57.1 µM), for inactives: at the top dose activity change, negative = inhibition, most hits filed as inhibitors | purified firefly luciferase, luminescence, 8 min | 72,000 tested, 2.2% active | P08659; also: potency is read from the fitted curve at half-maximal effect; % is scaled to controls: 0 for no effect and ±100 for the full control effect; nearly all actives have a fitted effect of over 40% in size
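Substrate buffer containing 10 uM ATP (pH 7.2 imidazole, Mg2+, KCl, detergent, BSA) is dispensed, compound pinned in, then luciferase/luciferin detector mix added. After 8 min at ambient temperature, light output is measured.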
Tau filament bind – binds recombinant human tau filaments; recombinant tau filaments, thioflavin S fluorescence, 15 h; filaments grown with octadecylsulfate alongside compound; Potency, µM (series often up to 57.1 µM), for inactives: at the highest dose activity change, negative = inhibition; 71,000 tested, 2% active;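 also: potency is read from the fitted curve at half-maximal effect; % is scaled to controls: 0 for no effect and ±100 for the full control effect; actives lower thioflavin S fluorescence by blocking filaments or displacing dye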
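Quantitative HTS: thioflavine S signal from ODS-induced tau filaments, excited at 450 nm, emission 510 nm. Conditions: 1 uM tau, 30 uM ODS, 15 h at 37 C, pH 7.4.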
CRE Fsk mod – alters forskolin-stimulated CRE reporter signaling in CHO cells; 71,000 tested, 2.5% active; Potency, µM (doses to about 38.2 µM), for the others: at the highest dose activity change, negative = inhibition, actives largely listed as activators; CHO CRE-bla reporter (cAMP response element driving beta-lactamase), forskolin EC10, beta-lactamase ratio; active = well fitted activation curve with a large enough effect in the signal ratio, with a control signal flat, not every such curve was filed as active; inconclusive = small, poorly fitted or top-dose-only effect, or effect the other way, or a change in a side signal; the % refers to the signal ratio; also: potency is read from the fitted curve at half-maximal effect; % of control where 0% means no effect
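Modulation of forskolin-driven signalling is measured in CHO cells carrying a CRE-controlled beta-lactamase reporter. Cells are stimulated with EC10 NKH 477 in the presence of titrated compound for 3 h at 37 °C, then loaded with CCF4 for 2 h at room temperature.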
USP2a inhib – USP2a (human) protease inhibition | 60,000 tested, 0.1% active | O75604 | Potency, µM (top dose mostly 38.3 µM), for inactives: at the highest dose activity change, negative = inhibition, most hits filed as inhibitors | USP2a enzymatic assay, qHTS inhibition;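 also: potency is read from the fitted curve at half-maximal effect; nearly all actives have a fitted effect of over 60% in size; plate controls were DMSO for no effect and NEM full inhibition control for full effect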
Target sequence (O75604 whole entry, looked up): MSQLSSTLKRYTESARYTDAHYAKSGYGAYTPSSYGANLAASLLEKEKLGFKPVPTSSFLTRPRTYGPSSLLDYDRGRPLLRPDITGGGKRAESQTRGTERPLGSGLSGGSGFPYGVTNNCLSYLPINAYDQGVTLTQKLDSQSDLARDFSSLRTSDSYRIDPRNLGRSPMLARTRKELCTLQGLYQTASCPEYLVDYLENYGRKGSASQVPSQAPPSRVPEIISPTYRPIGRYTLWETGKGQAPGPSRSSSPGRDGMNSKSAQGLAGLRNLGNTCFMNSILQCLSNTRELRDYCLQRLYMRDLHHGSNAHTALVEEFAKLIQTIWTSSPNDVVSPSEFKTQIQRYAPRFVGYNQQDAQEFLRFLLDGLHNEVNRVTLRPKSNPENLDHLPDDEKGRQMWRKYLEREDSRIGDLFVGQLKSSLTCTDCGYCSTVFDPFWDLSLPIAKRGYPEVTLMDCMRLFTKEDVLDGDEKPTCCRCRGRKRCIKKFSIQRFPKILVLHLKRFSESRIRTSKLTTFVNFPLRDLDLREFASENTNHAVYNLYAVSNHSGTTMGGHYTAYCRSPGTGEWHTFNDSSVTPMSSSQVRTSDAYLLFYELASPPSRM
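USP2 core (20 nM final) was preincubated with compound for 30 min at RT in 20 mM Tris-HCl pH 8.0, 2 mM CaCl2, 2 mM beta-mercaptoethanol; Ub-PLA2 (20 nM) plus NBD C6-HPC (20 uM) then added, fluorescence read after 2.5 h.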
* = called active by the depositor; [ ] = another dose, or the depositor's remark. Unless noted, calls follow the shape of the dose curve; as a rule, active = well fitted curve in the direction sought with a large enough effect; inconclusive = small, poorly fitted or top-dose-only effect, or another doubt; inactive = no such curve, though single readings can be large; an effect the other way counts as inactive or inconclusive.

`CC1CCN(CC(=O)N2c3ccccc3Sc3cc4ccccc4cc32)CC1` gave Caspase-7 inhib 0%[11.5 µM], ERK AVP inh -12%[11.5 µM], Casp1 inh -2%[11.5 µM], A350 autofl inconclusive, HEK293 cAMP cs 17%[11.4 µM], BRCT PPI red -0.6%[15.4 µM], BRCT inh green 2.0%[15.4 µM], FLuc inh 2%[11.4 µM], Tau filament bind -12%[11.4 µM] and CRE Fsk mod -11%[7.6 µM].
Screening CCc1ccc(N2CC(C(=O)OCC(=O)NC3CCS(=O)(=O)C3)CC2=O)cc1 (stereo unspecified) returned Caspase-7 inhib 0%, ERK AVP inh -3%, Casp1 inh -2%, A350 autofl inactive, HEK293 cAMP cs -4%, BRCT PPI red 0.3%, BRCT inh green 0.6%, FLuc inh -3%, Tau filament bind 4%, CRE Fsk mod 5% and USP2a inhib 5%.
`Cc1ccc2c(c1)C1C=CCC1C(C(=O)O)N2` (stereo unspecified) gave Caspase-7 inhib -24%, ERK AVP inh -10%, Casp1 inh inconclusive, A350 autofl inactive, HEK293 cAMP cs 5%, BRCT PPI red inconclusive, BRCT inh green -28%, FLuc inh -11%, Tau filament bind inconclusive and CRE Fsk mod -11%.
For Cn1nc(-c2ccc(Cl)cc2)c2cc(C(=O)NCCCN3CCCC3)sc21 the results were Caspase-7 inhib 0%, ERK AVP inh inconclusive, Casp1 inh 0%, HEK293 cAMP cs 7%, BRCT PPI red -1.5%, BRCT inh green 9.3%, FLuc inh 5%, Tau filament bind 72% and CRE Fsk mod inconclusive.
Nc1nc2n(n1)C(c1ccco1)CC(c1ccc(Cl)c(Cl)c1)N2 (stereo unspecified) was read as Caspase-7 inhib -1%, ERK AVP inh -21%, Casp1 inh -1%, A350 autofl inconclusive, HEK293 cAMP cs 3%, BRCT PPI red -1.5%, BRCT inh green -2.5%, FLuc inh 1%, Tau filament bind -9%, CRE Fsk mod inconclusive and USP2a inhib 16%.
Clc1ccccc1Cn1nnc2c(NCCN3CCOCC3)ncnc21 was read as Caspase-7 inhib 3%, ERK AVP inh 11%, Casp1 inh 3%, A350 autofl inactive, HEK293 cAMP cs 12%, BRCT PPI red 0.6%, BRCT inh green -0.8%, FLuc inh 2%, Tau filament bind -4%, CRE Fsk mod 7% and USP2a inhib -6%.
`Cc1ccc(C)c(C(=O)CC2(O)C(=O)Nc3ccccc32)c1` (stereo unspecified) gave Caspase-7 inhib 0%, ERK AVP inh 10%, Casp1 inh 2%, A350 autofl inactive, HEK293 cAMP cs 10%, BRCT PPI red -0.6%, BRCT inh green -1.1%, FLuc inh 1%, Tau filament bind 5%, CRE Fsk mod 4% and USP2a inhib 3%.
O=C(NCCC1=CCCCC1)c1ccc(CN2CCOCC2)cc1 was read as Caspase-7 inhib -2%, ERK AVP inh -16%, Casp1 inh 1%, A350 autofl inactive, HEK293 cAMP cs 18%, BRCT PPI red 0.0%, BRCT inh green -0.4%, FLuc inh -21%, Tau filament bind 0%, CRE Fsk mod -21% and USP2a inhib 5%.
`c1cncc(-c2nc(Oc3ccc(-c4nnco4)cc3)c3c4c(sc3n2)CCCC4)c1` gave Caspase-7 inhib 0%, ERK AVP inh -14%, Casp1 inh -2%, A350 autofl 1.6e-08M*, HEK293 cAMP cs inconclusive, BRCT PPI red 0.2%, BRCT inh green -6.0%, FLuc inh 0%, Tau filament bind 8%, CRE Fsk mod -6% and USP2a inhib 4%.
Screening Cc1ccc2c(c1)NC(=O)C(CC(=O)NCCCN1CCc3ccccc3C1)O2 (stereo unspecified) returned Caspase-7 inhib -6%, ERK AVP inh -8%, Casp1 inh -6%, HEK293 cAMP cs 12%, BRCT PPI red -0.8%, BRCT inh green -0.8%, FLuc inh -3%, Tau filament bind -28% and CRE Fsk mod -18%.
Brc1ccc(Oc2nsnc2N2CCOCC2)cc1 was read as Caspase-7 inhib -1%, ERK AVP inh inconclusive, Casp1 inh -3%, A350 autofl inactive, HEK293 cAMP cs 28%, BRCT PPI red 1.3%, BRCT inh green -1.5%, FLuc inh 4%, Tau filament bind -8%, CRE Fsk mod 10% and USP2a inhib -9%.
COc1ccc(-c2nnc(SCC(N)=O)n2N)cc1 was read as Caspase-7 inhib 0%, ERK AVP inh -12%, Casp1 inh 0%, A350 autofl inactive, HEK293 cAMP cs -7%, BRCT PPI red 0.7%, BRCT inh green -0.2%, FLuc inh 1%, Tau filament bind -6%, CRE Fsk mod -3% and USP2a inhib 4%.
Screening CCOc1ccc(Nc2nc(CC(=O)OC)cc(=O)[nH]2)cc1 returned Caspase-7 inhib 3%, ERK AVP inh inconclusive, Casp1 inh -2%, A350 autofl inactive, HEK293 cAMP cs -2%, BRCT PPI red 1.5%, BRCT inh green 0.1%, FLuc inh 1%, Tau filament bind 8%, CRE Fsk mod 0% and USP2a inhib 1%.
O=C(CCN1CCCCC1)N1CCc2c([nH]c3ccccc23)[C@H]1c1cccnc1 was read as Caspase-7 inhib -1%[11.5 µM], ERK AVP inh 0%[11.5 µM], Casp1 inh 0%[11.5 µM], A350 autofl inactive, HEK293 cAMP cs 4%[11.4 µM], BRCT PPI red 0.7%[15.4 µM], BRCT inh green -1.9%[15.4 µM], FLuc inh 3%[11.4 µM], Tau filament bind -1%[11.4 µM] and CRE Fsk mod 5%[7.6 µM].
`COc1ccc(-c2nc3c(c(SCC(=O)N4CCOCC4)n2)COC(C)(C)C3)cc1` gave Caspase-7 inhib 0%, Casp1 inh -3%, HEK293 cAMP cs -24%, BRCT PPI red 0.2% and BRCT inh green -1.4%.
Screening CCOC(=O)N1CCC(NC(=O)CNS(=O)(=O)c2ccc(Br)s2)CC1 returned Caspase-7 inhib -2%, ERK AVP inh -10%, Casp1 inh 4%, A350 autofl inactive, HEK293 cAMP cs 1%, BRCT PPI red 0.2%, BRCT inh green -1.8%, FLuc inh 1%, Tau filament bind -7%, CRE Fsk mod inconclusive and USP2a inhib 1%.
`CCOc1ccc(NC(=O)C2CCCN(S(=O)(=O)c3c(C)n[nH]c3C)C2)cc1` (stereo unspecified) gave Caspase-7 inhib -1%, ERK AVP inh -23%, Casp1 inh 1%, HEK293 cAMP cs -6%, BRCT PPI red 0.2%, BRCT inh green -2.6%, FLuc inh -1%, Tau filament bind 12% and CRE Fsk mod -2%.
`CN(C(=O)COC(=O)C1CCN(S(=O)(=O)c2cccs2)CC1)C1CCS(=O)(=O)C1` (stereo unspecified) gave Caspase-7 inhib -2%, ERK AVP inh -5%, Casp1 inh 2%, A350 autofl inactive, HEK293 cAMP cs 3%, BRCT PPI red -0.4%, BRCT inh green -1.1%, FLuc inh 2%, Tau filament bind 12%, CRE Fsk mod inconclusive and USP2a inhib 0%.
Screening O=C(CCC1CCCC1)NCCCN1CCOCC1 returned Caspase-7 inhib 1%, ERK AVP inh -9%, Casp1 inh 1%, A350 autofl inactive, HEK293 cAMP cs 6%, BRCT PPI red 1.5%, BRCT inh green -0.1%, FLuc inh 4%, Tau filament bind -19%, CRE Fsk mod -7% and USP2a inhib -2%.
For OC1(c2cccc(F)c2)CCN(Cc2ccncc2)CC1 the results were Caspase-7 inhib -1%, ERK AVP inh -3%, Casp1 inh 1%, A350 autofl inactive, HEK293 cAMP cs 3%, BRCT PPI red -0.8%, BRCT inh green -2.6%, FLuc inh 1%, Tau filament bind -5%, CRE Fsk mod 1% and USP2a inhib -5%.
`O=C(O)/C=C\C(=O)Nc1ccc2c(c1)C(=O)c1cc(F)ccc1-2` gave Caspase-7 inhib 1%[11.5 µM], ERK AVP inh -16%[11.5 µM], Casp1 inh -2%[11.5 µM], A350 autofl inactive, HEK293 cAMP cs -25%[11.4 µM], BRCT PPI red 0.8%[15.4 µM], BRCT inh green -2.4%[15.4 µM], FLuc inh -5%[11.4 µM], Tau filament bind -25%[11.4 µM] and CRE Fsk mod 1%[7.6 µM].
`CS(=O)(=O)N(CCc1ccccc1)CC(=O)NCc1ccc2c(c1)OCO2` gave Caspase-7 inhib 2%, ERK AVP inh 2%, Casp1 inh 2%, A350 autofl inactive, HEK293 cAMP cs 9%, BRCT PPI red 0.2%, BRCT inh green 0.9%, FLuc inh 0%, Tau filament bind -2%, CRE Fsk mod -15% and USP2a inhib 0%.
For O=C(CSc1nnc(-c2cccs2)n1-c1ccccc1)N1CCOCC1 the results were Caspase-7 inhib 1%, ERK AVP inh -6%, Casp1 inh 1%, A350 autofl inactive, HEK293 cAMP cs 2%, BRCT PPI red 0.4%, BRCT inh green 1.3%, FLuc inh -1%, Tau filament bind 11%, CRE Fsk mod 12% and USP2a inhib 1%.
Screening O=C1NC(=O)C2(CCc3ccccc32)N1 (stereo unspecified) returned Caspase-7 inhib 0%, ERK AVP inh 8%, Casp1 inh 1%, A350 autofl inactive, HEK293 cAMP cs inconclusive, BRCT PPI red -1.0%, BRCT inh green 0.4%, FLuc inh -1%, Tau filament bind 7%, CRE Fsk mod inconclusive and USP2a inhib -1%.
